# From PubChem BioAssay
# HT1080 IDH1KD tx – qHTS for induction of synthetic lethality in tumor cells producing 2HG: qHTS for the HT-1080-IDH1KD cell line; HT-1080 IDH1 knockdown viability, ATP luminescence, 48 h; Potency, µM (doses to about 46.1 µM), without a hit: top-dose activity, negative = toxicity, hits mostly cytotoxic; 2% of 360,000 active;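 also: potency is read from the fitted curve at half-maximal effect; 0% = DMSO wells and -100% = cell-free medium wells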
#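 After a 2 h attachment period, IDH1KD HT-1080 cells took pin-transferred compound for 48 h at 37 °C; ATP-based luminescence after 10 min room-temperature reagent incubation reported viability.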
# SW480 rereplic – A quantitative high throughput screen for small molecules that induce DNA re-replication in SW480 colon adenocarcinoma cells | Potency, µM (highest dose often 46.1 µM), inactives show at the top dose re-replication activation, most hits filed as activators | SW480 DNA re-replication, Hoechst DNA content imaging, 48 h | AID 624297, 2012 | 1.8% of 340,000 active; also: potency is read from the fitted curve at half-maximal effect; % of control where 0% means no effect; nearly all actives have a fitted effect of over 55% in size
#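 Readout is total intensity of Hoechst-stained nuclei, excited at 405 nm and collected at 500-530 nm. Compound treatment lasted 48 hr at 37 C in 5% CO2 before staining.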
# HEK293 tox – qHTS of GLP-1 Receptor Inverse Agonists: Cytotox Screen | HEK293 cAMP-luciferase reporter cells, luminescence, 24 h | Potency, µM (series often up to 38.3 µM), for the others: at the highest dose activity change, negative = inhibition, most hits filed as inhibitors | 0.13% of 410,000 active;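 also: loss of luciferase light is scored as toxicity; potency is read from the fitted curve at half-maximal effect; % is scaled to controls: 0 for no effect and ±100 for the full control effect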
#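 Seeding density was 200 cells/uL; after overnight-length (12 h) culture, 23 nL compounds went on for 24 h at 37 °C. Readout used a luciferase detection reagent, luminescence taken after 12 min at room temperature.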
# DRD3 agonist – qHTS of D3 Dopamine Receptor Agonist: qHTS; D(3) dopamine receptor (Homo sapiens), P35462; D3R DiscoveRx beta-arrestin cells, luminescence, 90 min; max activation, %; 0.58% of 410,000 active; AID 652048, 2013; in the data active = max activation above about 30%; also: 0% is about no effect; mostly tested at two doses, the higher about 12 µM
# Target sequence (P35462 whole entry, looked up): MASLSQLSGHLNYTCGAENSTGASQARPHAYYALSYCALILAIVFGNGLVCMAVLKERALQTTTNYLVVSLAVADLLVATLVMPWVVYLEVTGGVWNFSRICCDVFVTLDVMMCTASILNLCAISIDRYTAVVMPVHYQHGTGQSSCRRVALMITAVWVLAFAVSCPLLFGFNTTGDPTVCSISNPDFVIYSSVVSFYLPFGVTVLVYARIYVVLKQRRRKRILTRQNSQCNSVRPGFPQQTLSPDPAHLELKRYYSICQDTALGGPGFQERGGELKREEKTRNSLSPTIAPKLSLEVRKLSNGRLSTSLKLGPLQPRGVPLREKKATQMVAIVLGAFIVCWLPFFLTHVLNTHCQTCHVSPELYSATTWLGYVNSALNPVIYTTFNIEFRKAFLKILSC
#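 Agonist mode: compounds and dopamine controls were applied to plated cells for 90 min at 37 degrees C after an overnight attachment at 1500 cells/well. Luminescent read-out followed 30 - 60 minutes at room temperature with DiscoveRx detection reagent.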
# KB-3-1 cytotox – qHTS assay for MDR1-selective chemotherapeutics: Primary screen using the parental adenocarcinoma cell KB-3-1 | KB-3-1 viability, CellTiter-Glo ATP luminescence, 72 h | AID 1347075, 2019 | 1.4% of 400,000 active | Potency, µM (titrated, usually from 46.1 µM), without a hit: at the highest dose activity change, negative = cytotoxic, most hits filed as cytotoxic; also: potency is read from the fitted curve at half-maximal effect; % is scaled to controls: 0 for no effect and ±100 for the full control effect; nearly all actives have a fitted effect of over 60% in size
#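 Cytotoxicity in the drug-sensitive parental line KB-3-1 was scored as loss of CellTiter-Glo luminescence following 72 h incubation with compound. Values come from curve fitting of normalized concentration-response data.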
# KB-V1 MDR tox – qHTS assay for MDR1-selective chemotherapeutics: Primary screen using the drug-selected MDR subline cells KB-V1; KB-V1 MDR cells viability, CellTiter-Glo, 72 h; Potency, µM (titrated, usually from 46.1 µM), for inactives: at the top dose activity change, negative = cytotoxicity, hits mostly cytotoxic; 3.4% of 400,000 active; also: potency is read from the fitted curve at half-maximal effect; % is scaled to controls: 0 for no effect and ±100 for the full control effect; nearly all actives have a fitted effect of over 60% in size
#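 Drug-selected KB-V1 cells, grown in DMEM lacking phenol red with 10% FBS, receive compound titrations; after three days at 37 degrees C, surviving cell ATP is quantified by CellTiter-Glo luminescence and responses normalized and curve-fitted.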
# MCF10A rerep – A quantitative high throughput screen for small molecules that induce DNA re-replication in MCF 10a normal breast cells; Potency, µM (highest dose often 46.1 µM), inactives show at the highest dose activity, positive = re-replication, usual class: activators; 2.9% of 350,000 active; MCF 10A DNA re-replication, Hoechst nuclear intensity, 48 h; also: potency is read from the fitted curve at half-maximal effect; % of control where 0% means no effect; nearly all actives have a fitted effect of over 50% in size
# HT1080-NT tox – qHTS for induction of synthetic lethality in tumor cells producing 2HG: qHTS for the HT-1080-NT fibrosarcoma cell line; HT-1080-NT fibrosarcoma viability, CellTiter-Glo ATP luminescence, 48 h; Potency, µM (highest dose often 46.1 µM), for the others: at the top dose activity, negative = less viability, most hits filed as cytotoxic; 1.6% of 360,000 active;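 also: NT is the 2HG producing partner of a matched IDH1 knockdown line; potency is read from the fitted curve at half-maximal effect; 0% = DMSO-treated cells and -100% = media-only wells without cells; nearly all actives have a fitted effect of over 55% in size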
#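 750 cells/well, RPMI + 5% FBS; 2 h settle, compound pin-transfer, 48 h at 37 degrees C. CellTiter-Glo 10 min RT, luminescence. Normalized to DMSO and media-only wells.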
# IL1B secr inh – qHTS for Inhibitors of Inflammasome Signaling: IL-1-beta AlphaLISA Primary Screen. 4.7% of 360,000 active. AID 743279, 2014. THP-1 LPS/ATP IL-1B secretion, AlphaLISA, 16 h; active compounds read low. activity change, % at 57.5 µM; in the data active = activity change below about -50%; inconclusive = mostly about -30% to -49%; also: % is scaled to controls: 0 for no effect and ±100 for the full control effect
#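 Secreted IL-1B measured by AlphaLISA bead assay after 16 h compound exposure of THP-1 cells; compounds (final up to 57.5 uM) added 1 h before LPS (250 ng/mL) and ATP (1.25 mM) stimulation; lower signal means less secretion.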
# * marks the source's active call; other numbers are inactive results; ? = inconclusive; · = no result given; [ ] = another dose, or the depositor's remark. Unless noted, calls follow the shape of the dose curve; as a rule, active = well fitted curve in the direction sought with a large enough effect; inconclusive = small, poorly fitted or top-dose-only effect, or another doubt; inactive = no such curve, though single readings can be large; an effect the other way counts as inactive or inconclusive.
no.	mol	HT1080 IDH1KD tx	SW480 rereplic	HEK293 tox	DRD3 agonist	KB-3-1 cytotox
1	Cc1ccc(C(=O)Nc2cccnc2)cc1[N+](=O)[O-]	13%	-2%	0%	1	1%
2	COC(=O)c1ccc(Cl)cc1NC(=O)Nc1nnc(N(C)C2CCCCC2)s1	·	·	-4%	1	7%
3	CC(C)=C1C2C=CC1C1C(=O)N(c3ccc4c(c3)OCO4)C(=O)C21 (stereo unspecified)	1%	-6%	1%	-17	-7%
4	CC1CCCN(S(=O)(=O)c2ccc(C(=O)Nc3nnc(-c4ccccn4)o3)cc2)C1 (stereo unspecified)	-6%	26%	-21%	-2	?
5	CC/C(=N\NC(=O)c1ccc(N(C)C)cc1)c1ccccc1	-11%	?	7%	-3	-5%
6	Cc1cc(C)n(/N=C/c2cc([N+](=O)[O-])ccc2O)c(=O)c1	?	-9%	?	-24	-5%
7	Cc1cc(NC(=O)CCS(=O)(=O)c2cc3c4c(c2)CCN4C(=O)CC3)ccc1Br	·	·	7%	7	3%
8	CCCCn1c(=O)[nH]c(=O)c2c1nc(-c1ccc(-c3ccccc3Br)o1)n2CCOC	7%	5%	-16%	7	-10%
9	CC1CCc2c(sc3nc(C4CC4)nc(N4CCN(C(=O)c5ccco5)CC4)c23)C1 (stereo unspecified)	23µM*	?	?	11	?
10	NC(=O)C1CCN(C(=O)c2cc(S(=O)(=O)N3CCN(c4ccccc4)CC3)ccc2Cl)CC1	1%	-14%	-20%	2	11%
11	CC1CCCCN1Cc1nc2c(c(=O)n(C)c(=O)n2C)n1Cc1ccc(Br)cc1 (stereo unspecified)	·	·	0%	5	6%
12	O=C(c1ccccc1)c1ccc(OCC(O)CNCc2ccc(F)cc2)cc1 (stereo unspecified)	21µM*	5%	-8%	-16	-10%
13	CCCNC(=O)c1cc(OC)c(OC)cc1[N+](=O)[O-]	1%	?	-11%	2	8%
14	O=C(CSCCO)Nc1cccc(C(F)(F)F)c1	2%	2%	-20%	8	23%
15	CC1CN(C(=O)c2ccc(CNS(=O)(=O)c3cccc(Cl)c3)cc2)CC(C)O1 (stereo unspecified)	-1%	8%	5%	3	·

no.	KB-V1 MDR tox	MCF10A rerep	HT1080-NT tox	IL1B secr inh
1	-1%	-6%	17%	-16
2	9%	·	·	·
3	?	?	-4%	6
4	?	2%	-3%	14
5	4%	1%	-3%	18
6	-15%	-6%	-8%	33
7	12%	·	·	·
8	?	?	4%	12
9	?	16µM*	?	-17
10	0%	2%	-4%[9.24 µM]	24
11	31%	·	·	·
12	23µM*	19%	?	-72*
13	-6%	-3%	7%	24
14	-7%	-3%	9%	2
15	·	9%	-2%	19

# (list continues)
no.	mol	HT1080 IDH1KD tx	SW480 rereplic	HEK293 tox	DRD3 agonist	KB-3-1 cytotox
16	CC(C)(C)c1ccc(OCc2ccc(C(=O)NCc3cccnc3)o2)cc1	0%	2%	1%	5	-1%
17	Cc1cccc(NC(=O)NNC(=O)COc2ccc3ccccc3c2)c1	-8%	5%	-4%	-2	3%
18	O=C(Nc1cc(C(F)(F)F)ccc1Cl)c1cc(C2CC2)on1	-9%	2%	7%	-4	-13%
19	Cc1cc(Nc2ccccc2)n(C(=O)c2ccc(N)cc2)n1	-26%	16%	7%	0	-16%
20	CC1CCN(C(=O)CSc2nc(N)c(NC(=O)c3ccccc3)c(=O)[nH]2)CC1	2%	3%	4%	3	1%
21	CCC(CO)NCC#Cc1ccccc1 (stereo unspecified)	11%	5%	?	-5	-3%
22	COc1ccc(CC(=O)Nc2nc(OCCN3CCCC3=O)cnc2-c2cccc(C(F)(F)F)c2)cc1	0%	·	-9%	-3	0%
23	O=C(NS(=O)(=O)Oc1cccc(F)c1)OC[C@@H]1CCCN2CCCCC12 (stereo partly specified)	3%	-9%	-4%	0	1%
24	CC(=O)Oc1ccccc1C(=O)Oc1ccccc1C(=O)O	4%	-80%[inhibitor]	5%	17	0%
25	O=C(NCc1ccc2c(c1)OCO2)C1CCCN1C(=O)Nc1cccc(Cl)c1 (stereo unspecified)	7%	-2%	-5%	-4	5%
26	CCC(=O)N1CCN(c2c(Cl)cccc2[N+](=O)[O-])CC1	0%	-2%	-26%	2	?
27	COc1ccc2[nH]c(=O)c(CN(Cc3nnnn3Cc3ccc(F)cc3)CC3CCCO3)cc2c1 (stereo unspecified)	0%	-5%[9.22 µM]	-5%	-2	24%
28	CC1Cc2ccccc2N1C(=O)Cn1cc([N+](=O)[O-])cn1 (stereo unspecified)	2%	-3%	-2%	3	-3%
29	O=C(Oc1ccc(-c2cnc3ccccc3n2)cc1)c1cccc([N+](=O)[O-])c1	18%	2%	-23%	-5	?
30	COC(=O)c1cc(O)c(OCc2ccccc2)c(O)c1	24%	-1%	-8%	8	3%

no.	KB-V1 MDR tox	MCF10A rerep	HT1080-NT tox	IL1B secr inh
16	-11%	13%	0%	-17
17	0%	1%	-20%	2
18	-18%	-4%	9%	5
19	-18%	?	-25%	?
20	-9%	7%	-2%	0
21	-6%	5%	9%	-8
22	3%	·	-7%	-16
23	27%	-16%	-3%	-5
24	2%	-1%	16%	28
25	-3%	5%	1%	-17
26	?	-10%	2%	-4
27	2%	-3%	-4%	-5
28	17%	-2%	0%	2
29	?	-1%	15%	20
30	?	-1%	15%	-5

# Rewritten with two lines to a compound: entries from further up
# Below each compound: HT1080 IDH1KD tx, SW480 rereplic, HEK293 tox, DRD3 agonist, KB-3-1 cytotox, KB-V1 MDR tox, MCF10A rerep, HT1080-NT tox, IL1B secr inh
[19] Cc1cc(Nc2ccccc2)n(C(=O)c2ccc(N)cc2)n1
 : -26%, 16%, 7%, 0, -16%, -18%, ?, -25%, ?
[20] CC1CCN(C(=O)CSc2nc(N)c(NC(=O)c3ccccc3)c(=O)[nH]2)CC1
 : 2%, 3%, 4%, 3, 1%, -9%, 7%, -2%, 0
[21] CCC(CO)NCC#Cc1ccccc1 (stereo unspecified)
 : 11%, 5%, ?, -5, -3%, -6%, 5%, 9%, -8
[22] COc1ccc(CC(=O)Nc2nc(OCCN3CCCC3=O)cnc2-c2cccc(C(F)(F)F)c2)cc1
 : 0%, ·, -9%, -3, 0%, 3%, ·, -7%, -16

# Results in sequence from the entries so far.
# HEK293 tox, compounds 19–22 → 7%, 4%, ?, -9%

# Next entries.
no.	mol	HT1080 IDH1KD tx	SW480 rereplic	HEK293 tox	DRD3 agonist	KB-3-1 cytotox
31	N#CCC(=O)N1CCCCCC1	20%	-4%	6%	3	2%
32	CCOc1ccc(S(=O)(=O)N2CCCC(C(=O)N3CCC(C(N)=O)CC3)C2)cc1Cl (stereo unspecified)	0%	0%	4%	-8	0%
33	CC(C)(C)c1ccc(Cn2nnc3c(=O)[nH]c(C4CCN(C(=O)c5ccco5)CC4)nc32)cc1	?	-3%	-4%	32*	?
34	CCOC(=O)N1CN(C(=O)OCC)CN(C(=O)OCC)C1	5%	-4%	16%	3	-2%
35	Cc1nnc(SCC(=O)NC(=O)NC(C)(C)C)n1N	16%	-5%	-5%	0	9%
36	COc1cccc(CN(C)CC(O)COC(c2ccccc2)c2ccccc2C)c1 (stereo unspecified)	?	?	?	-21	-9%
37	CCOc1ccc2oc(C(=O)NNC(=O)c3csc(N4CCOCC4)n3)c(C)c2c1	-24%	-3%	1%	3	-1%
38	O=C(c1ccco1)N(Cc1ccc(Cl)cc1)C1CCS(=O)(=O)C1 (stereo unspecified)	-1%	0%	8%	38*	-11%
39	COc1ccc(NC(=O)C2=CC=CN3CCS(=O)(=O)N=C23)c(OC)c1	-4%	-11%	-7%	6	14%
40	Cc1c2cn[nH]c(=O)c2c(C)n1Cc1ccc(F)cc1	9%	1%	2%	-5	2%
41	Nc1ccc(NC(=O)c2ccco2)c(Cl)c1	12%	-18%	0%	14	12%
42	COc1ccc(C(C(=O)NC2CCCCC2)N2CCC3(CC2)OCCO3)cc1 (stereo unspecified)	7%	-4%	-8%	1	-2%
43	COc1cccc(N2CCN(C(=O)c3ccc(CS(=O)c4ccccc4Cl)o3)CC2)c1 (stereo unspecified)	0.0082µM*	0.52µM*	-19%	-13	0.0082µM*
44	CCOC(=O)CSc1nc2ccc(NC(=O)COc3ccccc3)cc2s1	·	·	-7%	-5	-8%
45	Cc1nnc2c(Oc3ccccc3)nc3ccccc3n12	-3%[9.24 µM]	-11%	54%[activator]	5	13%

no.	KB-V1 MDR tox	MCF10A rerep	HT1080-NT tox	IL1B secr inh
31	0%	-10%	18%	13
32	-3%	12%	7%	-1
33	-10%	13%	?	-67*
34	0%	0%	1%	-23
35	6%	7%	11%	15
36	-28%	?	23µM*	-77*
37	-1%	8%	-18%	21
38	?	?	-7%	-4
39	25%	-3%	-7%	18
40	-17%	3%	0%	1
41	7%	-9%	15%	2
42	-31%	-2%	6%	0
43	-29%	17%	?	55
44	29%	·	·	·
45	-32%	0%	-4%	7

# Full records from above. Order of screens: HT1080 IDH1KD tx, SW480 rereplic, HEK293 tox, DRD3 agonist, KB-3-1 cytotox, KB-V1 MDR tox, MCF10A rerep, HT1080-NT tox, IL1B secr inh
# Results for `COc1cccc(N2CCN(C(=O)c3ccc(CS(=O)c4ccccc4Cl)o3)CC2)c1` (stereo unspecified) → 0.0082µM*, 0.52µM*, -19%, -13, 0.0082µM*, -29%, 17%, ?, 55
# Results for `O=C(NS(=O)(=O)Oc1cccc(F)c1)OC[C@@H]1CCCN2CCCCC12` (stereo partly specified) → 3%, -9%, -4%, 0, 1%, 27%, -16%, -3%, -5
